Screens from PubChem.
ANO1 activ: activators or potentiators of mouse TMEM16A chloride channel; AID 623877; B-score at 10 µM; 0.3% of 340,000 active; HEK293 TMEM16A/YFP-H148Q/I152L, iodide quench fluorescence; active compounds read low;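 active = fluorescence-ratio B-score plate-corrected deviation score at least 3 library SD below zero, with starting fluorescence score within 5 deviations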;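 also: channel opened by trigger with iodide after compound preincubation; score built on the fluorescence ratio of max minus min over baseline; more negative score means more quench and so TMEM16A activation or potentiation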
MrgX1 allo act: allosterically activates human MrgX1 receptor signaling; Q96LB2; MrgX1-HEK293, Fluo-4 calcium flux, FDSS; active compounds read high; B-score at 10 µM; 0.63% of 310,000 active; AID 588675;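 active = plate-corrected calcium response at least 3 library SD above typical, normal starting fluorescence, not activating the receptor alone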;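 also: compound read alongside a low EC10 to EC30 dose of BAM8-22 agonist; peak minus trough fluorescence over baseline measured at the second addition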
Target sequence (Q96LB2 whole entry, looked up): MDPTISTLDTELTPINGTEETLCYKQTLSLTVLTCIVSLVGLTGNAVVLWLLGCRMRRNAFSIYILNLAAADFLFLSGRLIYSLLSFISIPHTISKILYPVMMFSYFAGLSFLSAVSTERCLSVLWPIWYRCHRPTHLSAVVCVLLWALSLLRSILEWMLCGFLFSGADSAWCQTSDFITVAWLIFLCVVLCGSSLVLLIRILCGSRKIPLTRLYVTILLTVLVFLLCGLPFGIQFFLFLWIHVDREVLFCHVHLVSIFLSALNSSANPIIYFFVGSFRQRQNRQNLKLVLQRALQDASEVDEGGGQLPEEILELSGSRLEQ
TMEM16A inh: mouse TMEM16A channel inhibition, primary screen; Q8BHY3; HEK293 TMEM16A/YFP iodide influx fluorescence, ionomycin; normalized B-score (activity score, 25-100; higher = stronger inhibition) at 10 µM; 1.2% of 310,000 active;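 active = ratio plate-corrected score three or more library SD toward inhibition, starting fluorescence score within five deviations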;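 also: score derived from kinetic fluorescence span divided by baseline fluorescence per well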
MrgX1 antag: antagonists of human MrgX1 receptor; Q96LB2; MRGX1-HEK293 calcium flux, Fluo-4, BAM8-22 antagonism; active compounds read low; B-score at 10 µM; 1.3% of 310,000 active;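 active = calcium-response B-score plate-corrected more than 3 library SD below zero, starting fluorescence within 5 deviations, no agonist response on first addition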;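 also: peak minus trough fluorescence over baseline after final BAM8-22 challenge near maximal dose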
RGS4 pot: RGS4 potentiation or activation | HEK293 M3R/inducible RGS4, carbachol calcium flux Fluo4; active compounds read low | B-score at 10 µM | 0.92% of 310,000 active;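 active = B-score of the integrated calcium signal more than 4 SD below the library mean, with starting fluorescence not abnormally high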;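 also: negative B-score means reduced calcium response which marks RGS4 activation or potentiation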
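test system = HEK293 cells with stable M3R and inducible RGS4 | schedule = recording 10 s baseline at 1 Hz, 100 s post-agonist | technique = Fluo4-AM (2 µM) calcium-flux fluorescence, kinetic read | measure = Agonist-evoked peak-minus-minimum fluorescence over baseline, integrated ratio, B score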
MrgX1 agonist: agonists of human MrgX1 receptor; Q96LB2; MrgX1-HEK293 cells, Fluo-4 calcium fluorescence, agonist mode; active compounds read high; B-score at 10 µM; 0.44% of 310,000 active; AID 588627;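 active = calcium response B-score plate-corrected fluorescence ratio at least 3 library SD, with starting fluorescence B-score inside 5 SD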
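times = overnight plating, then 30 min 37 °C plus 30 min room-temperature dye loading | assay system = stable human MrgX1 HEK293 cell line | input = fifteen thousand cells per well | signal = kinetic calcium dye fluorescence, Fluo-4 NW | dosing = compound delivered in addition one of three | read-out = B-scored fluorescence response ratio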
TRPC6 activator: activators of mouse TRPC6 channel; 0.13% of 310,000 active; HEK293-TRPC6 membrane potential dye fluorescence; active compounds read high; AID 2550; B-score at 10 µM;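 active = B-score of the integrated fluorescence ratio above library mean plus 3 SD, and starting fluorescence ratio within library mean plus 5 SD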;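 also: higher score means more depolarization so channel activation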
TRPC6 inhibitor: blocks the mouse TRPC6 cation channel; 1.1% of 310,000 active; HEK293-TRPC6, membrane potential dye, ACh-evoked depolarization; active compounds read low; AID 2553; B-score at 10 µM;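 active = B-score under library mean minus 3 SD, initial fluorescence not abnormally high, positive integrated signal ratio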;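 also: B-score derived from integrated fluorescence ratio over the kinetic read; more negative B-score means stronger inhibition of depolarization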
RGS4 inh: human RGS4 inhibition. HEK293 M3R/RGS4 inducible, Fluo-4 calcium flux; active compounds read high; triggered by carbachol at its EC20. B-score at 10 µM. 0.45% of 310,000 active;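 active = B-score, a plate-corrected calcium signal, over three deviations above library mean, with baseline fluorescence within five deviations of library mean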;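 also: RGS4 expression induced by doxycycline in cells with stable M3 receptor; B-score is computed from the integrated fluorescence ratio over baseline after carbachol; higher B-score means a larger calcium signal and so more RGS4 inhibition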
Target sequence (P49798 whole entry, looked up): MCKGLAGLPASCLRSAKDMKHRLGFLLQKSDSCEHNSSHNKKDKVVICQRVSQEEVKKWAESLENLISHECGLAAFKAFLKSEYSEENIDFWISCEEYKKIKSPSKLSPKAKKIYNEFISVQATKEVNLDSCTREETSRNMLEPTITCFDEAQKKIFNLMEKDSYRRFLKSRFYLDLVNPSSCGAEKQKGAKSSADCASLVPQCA
SKKanGAS inh: SKKanGAS growth inhibition; 1.3% of 300,000 active; inhibition, % at 7.5 µM; S. pyogenes SKKanGAS, kanamycin growth, BacTiter-Glo, 6 h;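 active = mean replicate score, as percent of positive control median, at least 50; inconclusive = mean below 50 but one replicate at or above 50; inactive = mean and every replicate below 50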;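 also: strain carries kanamycin resistance gene driven by streptokinase promoter and grows in 40 µg/ml kanamycin; loss of luminescence reflects streptokinase promoter inhibition or plain growth inhibition; 0% = median of DMSO wells and 100% = positive control at its reference dose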
HDAC3 inh: inhibitors of human histone deacetylase 3; recombinant HDAC3, fluorogenic peptide/trypsin coupled, fluorescence; inhibition, % at 8.3 µM; 0.15% of 320,000 active; in the data active = inhibition above about 26%, passing the limit was not always enough; inconclusive = no clear call, values can overlap the other calls
Target sequence (O15379 whole entry, looked up): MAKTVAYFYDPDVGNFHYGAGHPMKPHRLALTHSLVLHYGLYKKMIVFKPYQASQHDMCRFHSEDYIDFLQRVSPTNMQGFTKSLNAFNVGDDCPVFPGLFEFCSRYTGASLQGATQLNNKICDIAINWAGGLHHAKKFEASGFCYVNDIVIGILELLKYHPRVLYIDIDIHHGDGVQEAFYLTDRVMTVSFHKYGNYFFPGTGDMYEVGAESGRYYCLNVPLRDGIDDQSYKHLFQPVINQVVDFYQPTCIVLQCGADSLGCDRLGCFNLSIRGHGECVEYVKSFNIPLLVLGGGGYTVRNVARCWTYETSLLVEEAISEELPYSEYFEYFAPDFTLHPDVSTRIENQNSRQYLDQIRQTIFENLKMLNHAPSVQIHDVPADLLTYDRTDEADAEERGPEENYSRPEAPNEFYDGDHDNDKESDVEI
The depositor's hits bear a star; i = inactive; u = inconclusive; x = no result given. Random draw from the library; any-hit rate near 6.7%.

The opening three records (preview)
SMILES	ANO1 activ	MrgX1 allo act	TMEM16A inh	MrgX1 antag	RGS4 pot	MrgX1 agonist	TRPC6 activator	TRPC6 inhibitor	RGS4 inh	SKKanGAS inh	HDAC3 inh
Cc1cc2oc(=O)cc(CSc3nc(N)cc(N)n3)c2cc1C(C)C	i	i	i	i	i	i	i	i	i	10	9
COc1cccc(NC(=O)CSc2ncnc3c2oc2ccccc23)c1	i	i	i	i	i	i	i	i	i	-4	-3
CCOc1ccc(C(C)=O)cc1Cn1c(=O)oc2ccccc21	x	i	i	i	i	i	i	i	i	0	5

The listing, repeating the preview:
SMILES	ANO1 activ	MrgX1 allo act	TMEM16A inh	MrgX1 antag	RGS4 pot	MrgX1 agonist	TRPC6 activator	TRPC6 inhibitor	RGS4 inh	SKKanGAS inh	HDAC3 inh
Cc1cc2oc(=O)cc(CSc3nc(N)cc(N)n3)c2cc1C(C)C	i	i	i	i	i	i	i	i	i	10	9
COc1cccc(NC(=O)CSc2ncnc3c2oc2ccccc23)c1	i	i	i	i	i	i	i	i	i	-4	-3
CCOc1ccc(C(C)=O)cc1Cn1c(=O)oc2ccccc21	x	i	i	i	i	i	i	i	i	0	5
N#CC(c1cccc(Cl)c1)c1ncc(C(F)(F)F)cc1Cl (stereo unspecified)	i	i	i	i	i	i	i	i	i	33	5
CC1(c2cccc(Br)c2)NC(=O)NC1=O (stereo unspecified)	i	i	i	i	i	i	i	i	i	4	-2
Cc1noc(C)c1CSc1ccc(Br)cc1	i	i	i	i	i	i	i	i	i	-5	0
CCCCCC(O)(c1ccc(OC)cc1)C(CN1CCOCC1)c1ccccc1 (stereo unspecified)	i	i	i	i	i	i	i	i	i	-3	14
COc1cc(CN2CCN(C(=O)c3ccccc3F)CC2)cc(OC)c1OC	i	i	i	i	i	i	i	i	i	-5	4
CC1CCN(c2c(NCC3CCC(C(=O)NCCc4ccccc4)CC3)c(=O)c2=O)CC1 (stereo unspecified)	i	i	i	i	i	i	i	i	i	-4	-1
CCc1ccc(/C=C2/SC(=S)N(CCC(=O)Nc3ccc(C(=O)O)cc3)C2=O)cc1	i	i	i	i	i	i	i	i	i	46	-2
Cc1ccc(C(=O)c2ccc(N3CCOCC3)c(F)c2)cc1	i	i	i	i	i	i	i	i	i	0	6
O=C(CNc1ccc2ccccc2c1)N/N=C/c1ccccn1	i	i	i	i	i	i	i	i	i	4	4
Cc1noc(C)c1COC(=O)c1cc2c3ccccc3n(C)c2s1	i	i	i	i	x	i	x	x	x	x	5
O=C(CCSCc1ccccc1Cl)N1CCN(c2ccccn2)CC1	i	i	i	i	i	i	i	i	i	-1	4
O=C(COC(=O)c1ccccc1Br)Nc1cc(S(=O)(=O)N2CCOCC2)ccc1N1CCCC1	i	i	i	i	i	i	i	i	i	5	-1
Cc1cc(F)ccc1S(=O)(=O)NCC(c1cccnc1)N1CCc2ccccc21 (stereo unspecified)	i	i	i	i	i	i	i	i	i	-3	-3
CCSc1nc2cc(C(=O)OC)ccc2c(=O)n1CC	i	i	i	i	i	i	i	i	i	-4	4
COc1ccccc1Cn1nnc2c(=O)[nH]c(C3CCN(C(=O)c4ccc(F)cc4)CC3)nc21	i	i	i	i	i	i	i	i	i	0	-2
Clc1ccc(CNC2CCN(Cc3ccccc3)CC2)cc1	i	i	i	i	i	i	i	-6*	i	-3	-4
CCCCC(=O)Nc1nn(CCC)c2nc3ccccc3cc12	i	i	i	i	i	i	i	i	i	-1	-7
COc1cc([N+](=O)[O-])ccc1NC(=S)NCc1ccccn1	i	i	i	i	i	i	i	i	i	-7	3
COc1ccc(/C=C(/C#N)C(=O)Nc2ccc(C)cc2C)cc1C(=O)O	i	i	i	i	i	i	i	i	i	-4	6
COc1cccc(NC2=NC3(CCCCC3)N=C(N)N2)c1	i	i	i	i	i	i	i	i	i	-8	0
C=CC(=O)NC(C)(C)Cc1ccccc1	i	i	i	i	i	i	i	i	i	0	4
O=C(NC1CCCCC1)c1ccc(S(=O)(=O)c2ccccc2)cc1	i	i	i	i	i	i	i	i	i	-2	5
OCCNc1nc(Nc2ccccc2Oc2ccccc2)nc(N2CCCC2)n1	i	i	i	i	i	i	i	i	i	6	6
Cc1oc2c(CN3CCCC(C)C3)c(O)ccc2c(=O)c1-c1ccccc1 (stereo unspecified)	i	i	i	i	i	i	i	i	i	1	-38
Cc1sc2ncnc(NCc3ccco3)c2c1C	i	i	i	i	i	i	i	i	i	-12	15
CC(OC(=O)Cc1n[nH]c(=O)c2ccccc12)C(=O)Nc1cc(Cl)cc(Cl)c1 (stereo unspecified)	i	i	i	i	i	i	i	i	i	5	x
COc1ccc(CNCc2ccc([N+](=O)[O-])cc2)cc1OC	i	i	i	i	i	i	i	i	i	-5	-4
Cc1ccn(CCSCC(=O)O)n1	i	i	i	i	i	i	i	i	i	7	-2
O=C(C[N+]1(CC#Cc2ccccc2)CCOCC1)c1ccc(Cl)cc1	i	i	i	i	i	i	i	i	i	-3	-10
CCCCN(C(=O)c1cc(Cl)nc2ccccc12)c1c(N)n(Cc2ccccc2)c(=O)[nH]c1=O	i	i	i	i	i	i	i	i	i	-1	-6
NC(=O)c1c(NC(=O)Cc2cccs2)sc2c1CCC2	i	i	i	i	i	i	i	i	i	0	18
CCSc1nnc2nc(C)cc(C)n12	i	i	i	i	i	i	i	i	i	-4	-6
O=C(c1cc2ccccc2o1)N1CCCCCC1	i	i	i	i	i	i	i	i	i	-3	-5
COc1ccc(N(Cc2cc3cc(OC)ccc3[nH]c2=O)S(C)(=O)=O)cc1	i	i	i	i	i	i	i	i	i	-8	4
COc1ccc(/C=C\C(=O)NCc2ccc3c(c2)cc(C)n3C)cc1OC	i	i	i	i	i	i	i	i	i	-1	6
CC[C@@H]1CC=C[C@H]2[C@H]1C(=O)N(Cc1ccccc1)[C@H]2c1ccc2ccccc2c1	x	x	x	x	i	x	i	i	i	47	x
Cc1cc(C(F)(F)F)nn1CC(=O)NCc1ccccc1	i	i	i	i	i	i	i	i	i	-2	-7
C/C(CCc1ccc2c(c1)OCO2)=N\N=C1\NC(=O)CC(C(=O)Nc2ccccc2F)S1 (stereo unspecified)	i	i	i	i	i	i	i	i	i	-3	u
Cc1ccccc1OCCC(=O)OCC(=O)NCCc1ccccc1	i	i	i	i	i	i	i	i	i	4	6
CCOC(=O)c1nnc(-c2ccccc2)nc1Oc1ccc(Cl)cc1	i	i	i	i	i	i	i	i	i	-3	-7
COc1ccc(CCN(C)C(=O)CSc2nc3ncc(Cl)cc3[nH]2)cc1OC	i	i	i	i	i	i	i	i	i	-6	-11
CC(Cc1cccnc1)NC(=O)c1cc(COc2c(F)cccc2F)on1 (stereo unspecified)	i	i	i	i	i	i	i	i	i	-1	-2
COC(=O)Cc1cc(=O)[nH]c(/N=C(\N)Nc2ccccc2)n1	i	i	i	i	i	i	i	i	i	-11	-3
OCCC1CN(Cc2cccn2-c2nccs2)CCN1Cc1ccccc1 (stereo unspecified)	i	i	i	i	i	i	i	i	i	-8	x
O=C(COC(=O)CCSc1ccc(Cl)cc1)NCc1ccccc1Cl	i	i	i	i	i	i	i	i	i	-7	2
CC(=O)c1c(C)[nH]c(C(=O)CN2C(=O)NC(C)(c3ccc4c(c3)OCO4)C2=O)c1C (stereo unspecified)	i	i	i	i	i	i	i	i	i	29	2
NC(=O)CCn1c(C(=O)c2cccc([N+](=O)[O-])c2)c2ccccc2[n+]1[O-]	i	i	i	i	i	i	i	i	i	3	-1
Cc1onc(-c2ccccc2)c1C(=O)NCC(O)c1ccccc1 (stereo unspecified)	i	i	i	i	i	i	i	i	i	-2	2
COC(=O)C1CCCCN1C(=O)c1cccc(OC2CCN(C(=O)C3CC3)CC2)c1 (stereo unspecified)	i	i	i	i	i	i	i	i	i	-1	-2
O=C(O)c1ccccc1Sc1c([N+](=O)[O-])cc(C(F)(F)F)cc1[N+](=O)[O-]	i	i	i	i	i	i	i	i	i	5	4
COC(=O)c1ccc2c(=O)n(CCCCCC(=O)NCc3ccc4c(c3)OCO4)c(=O)[nH]c2c1	i	i	i	i	i	i	i	i	i	-12	-13
O=C(NCc1ccc(F)cc1)Nc1cccc(Cl)c1	i	i	i	i	i	i	i	i	i	2	-2
Nc1nc(Nc2ccccc2)sc1C(=O)c1ccccc1	i	i	i	i	i	i	i	i	13*	-14	7
COc1cc(CCC(=O)OCC(=O)Nc2ccccc2C#N)cc(OC)c1OC	i	i	i	i	i	i	i	i	i	1	-2
COc1cccc(OC)c1OCCCCc1c(C)n[nH]c1C	i	i	i	i	i	i	i	i	i	1	13
Cc1cccc(CSCCNC(=O)CN2C(=O)c3ccccc3S2(=O)=O)c1	i	i	i	i	i	i	i	i	i	5	-4
CC12CCC(C(N)=O)(C1Br)C2(C)C (stereo unspecified)	i	i	i	i	i	i	i	i	i	0	8

Remaining list, next part
SMILES	ANO1 activ	MrgX1 allo act	TMEM16A inh	MrgX1 antag	RGS4 pot	MrgX1 agonist	TRPC6 activator	TRPC6 inhibitor	RGS4 inh	SKKanGAS inh	HDAC3 inh
COCCNC(=O)CSc1nc2ccccc2c(=O)n1CCC(=O)N1CCN(c2ccccc2)CC1	i	i	i	i	i	i	i	i	i	10	-3
CCC(C)Nc1nc(OC(C(F)(F)F)C(F)(F)F)nc(OC(C(F)(F)F)C(F)(F)F)n1 (stereo unspecified)	i	i	i	i	-7.9*	i	i	i	i	11	2
O=C(c1cccc(C(=O)N2CCN(c3ccccc3F)CC2)c1)N1CCN(c2ccccc2F)CC1	i	i	i	i	i	i	i	i	i	12	6
COc1ccc(Nc2c3c(nc4ccccc24)CCC3)cc1	i	i	i	i	i	i	i	-5.2*	i	-2	3
COc1ccc(COC(=O)C2=C(C)NC(=O)NC2c2ccccc2)cc1 (stereo unspecified)	i	i	i	i	i	i	i	i	i	11	-6
O=C(O)c1c2c(nc3ccccc13)/C(=C/c1ccc(O)cc1)CC2	i	i	i	i	i	i	i	i	i	-12	-3
